# TNF death inh: inhibitors of TNF-alpha triggered necroptosis, primary screen, cell-based, Jurkat FADD-/-, single concentration; Jurkat FADD-/- TNF necroptosis rescue, ATP luminescence, 24 h; 0 = TNF only, 100 = no-TNF cells; activation (protection from cell death), % at 10 µM; 220,000 compounds, 0.068% hits; AID 463075, 2010;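 active = activation, meaning protection from cell death, of at least 50% relative to plate controls; inactive = activation below 50%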;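 also: necroptosis triggered by 40 ng/mL TNF-alpha added together with compound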
# TRPML3 agonist: human TRPML3 channel agonists, primary screen, cell-based, HEK293 TRPML3-YFP, Fluo-8 calcium fluorescence, 3 µM. activation, % at 3 µM. 220,000 compounds, 0.29% hits. 100% = the carbachol control signal;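 active = activation above its plate's cutoff, the mean activation of the plate's test wells plus 3 SD, cut at about 12% in these data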;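 also: 0% = DMSO only wells and 100% = carbachol wells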
#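 Material: HEK293 cells stably carrying human TRPML3-YFP; compound dosing: single dose, 3 µM final nominal compound, 0.3% DMSO final; incubation: 1-h 37 °C dye load, 5-s basal, 120-s post-compound reads; technique: Fluo-8 intracellular calcium fluorescence, excitation 470-495 nm, emission 515-575 nm; read-out basis: percent activation from peak-to-basal fluorescence ratio, scaled between DMSO and carbachol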
# Mdm2 ligase inh: MDM2-luciferase reporter signal enhancers, primary screen, MDM2 E3 ligase inhibitor project, cell-based, luminescence, 1536-well; cell-based MDM2 ubiquitination luciferase reporter, 2 h; 0 = plate control, 100 = twice control, blank-subtracted; signal enhancement, % at 5 µM; 210,000 compounds, 0.11% hits;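 active = signal enhancement of 30% or more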;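 also: luminescence tracks abundance of the self-degrading MDM2-luciferase fusion protein; higher signal means inhibition of MDM2 E3 ligase activity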
#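 Test system: stable mammalian line carrying autodegrading MDM2–luciferase fusion reporter; quantity: 2000 cells in each well; times: 4 h cell settling then 2 h compound exposure, 37 °C; detection: luminescence with SteadyLite reagent, 15 min at room temperature; evaluation: percent signal gain over controls, blank-subtracted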
# PPC-1+TRAIL kill: compounds killing PPC-1 cancer cells with TRAIL present, primary screen, TRAIL potentiator project, ATPLite luminescence, uHTS; AID 1443, 2008; PPC-1 cells + TRAIL, ATPLite viability luminescence; cell killing (% activity), % at 4 µM; 220,000 compounds, 0.41% hits;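 active = cell killing above 50% in the first pass at 4 µM, then a duplicate retest at 5 µM averaging 50% or more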;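 also: plate controls were cells with TRAIL plus DMSO for no effect and medium-only wells lacking cells for full effect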
# EBV gp42 block: Epstein-Barr virus gp42 inhibitors, primary screen, biochemical, uHTS, fluorescence polarization; 220,000 compounds, 0.42% hits; Fluorescence polarization binding assay, mP read-out; inhibition, % (tested at 21.74 µM); Glycoprotein 42 (Epstein-Barr virus (strain AG876)), Q1HVG2; in the data active = inhibition above about 50%
# CHOP inh: inhibitors of CHOP promoter induction, primary screen, cell-based, unfolded protein response, luciferase reporter; 220,000 compounds, 3.8% hits; CHO-K1 CHOP-promoter luciferase, tunicamycin-induced, 15-18 h; inhibition, % at 10 µM; AID 2732, 2010;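 active = compounds that reduced the stress-induced luciferase reporter signal by more than about 70% of percent inhibition, limit read from the data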;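 also: 0% = tunicamycin plus vehicle and 100% = wells without tunicamycin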
# Runt-SMMHC FRET: inhibitors of RUNX1 Runt–CBFb-SMMHC binding, primary screen, biochemical, FRET, Cerulean-Runt, Venus-CBFb-SMMHC, uHTS; inhibition, % at 20 µM; Cerulean-Runt/Venus-CBFb-SMMHC FRET ratio 530/480, 1 h; AID 1434, 2008; 220,000 compounds, 0.74% hits;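 active = mean inhibition across duplicate retests at 20 µM reaching about 50%, limit read from the data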;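 also: 0% = DMSO wells and 100% = wells with excess untagged CBFb-SMMHC; inhibitors lower the FRET ratio by blocking Runt binding to CBFb-SMMHC; some results filed as inactive read as strong as hits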
# Target sequence (Q01196 whole entry, looked up): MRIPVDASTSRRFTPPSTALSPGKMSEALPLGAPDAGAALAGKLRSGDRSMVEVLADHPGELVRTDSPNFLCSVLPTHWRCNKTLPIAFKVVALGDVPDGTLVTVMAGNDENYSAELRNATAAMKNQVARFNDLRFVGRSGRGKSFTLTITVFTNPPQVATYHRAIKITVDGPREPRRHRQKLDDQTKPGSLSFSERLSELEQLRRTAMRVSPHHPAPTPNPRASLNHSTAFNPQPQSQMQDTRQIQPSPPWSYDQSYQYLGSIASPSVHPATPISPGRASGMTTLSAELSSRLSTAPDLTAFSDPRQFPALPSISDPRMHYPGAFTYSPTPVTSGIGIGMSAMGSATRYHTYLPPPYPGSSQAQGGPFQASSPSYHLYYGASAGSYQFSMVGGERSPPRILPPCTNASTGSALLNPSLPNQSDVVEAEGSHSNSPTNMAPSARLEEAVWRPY
# Target sequence (Q13951 whole entry, looked up): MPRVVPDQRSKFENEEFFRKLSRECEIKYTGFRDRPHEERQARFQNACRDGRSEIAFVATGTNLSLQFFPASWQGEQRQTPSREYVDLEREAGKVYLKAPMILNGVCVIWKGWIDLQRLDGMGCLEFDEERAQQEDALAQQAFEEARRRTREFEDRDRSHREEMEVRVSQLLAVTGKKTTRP
# NCF1 inh: p47phox/p22phox peptide binding inhibitors, primary screen, biochemical, uHTS, NADPH oxidase regulatory subunit | 220,000 compounds, 0.53% hits | Neutrophil cytosol factor 1 (Homo sapiens), P14598 | inhibition, % at 24.7 µM | AID 1274, 2008 | fluorescence polarization, 2 h;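 active = inhibition above about 30%, limit read from the data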;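 also: 0% = p47phox with labelled peptide and 100% = labelled peptide alone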
# Target sequence (P14598 whole entry, looked up): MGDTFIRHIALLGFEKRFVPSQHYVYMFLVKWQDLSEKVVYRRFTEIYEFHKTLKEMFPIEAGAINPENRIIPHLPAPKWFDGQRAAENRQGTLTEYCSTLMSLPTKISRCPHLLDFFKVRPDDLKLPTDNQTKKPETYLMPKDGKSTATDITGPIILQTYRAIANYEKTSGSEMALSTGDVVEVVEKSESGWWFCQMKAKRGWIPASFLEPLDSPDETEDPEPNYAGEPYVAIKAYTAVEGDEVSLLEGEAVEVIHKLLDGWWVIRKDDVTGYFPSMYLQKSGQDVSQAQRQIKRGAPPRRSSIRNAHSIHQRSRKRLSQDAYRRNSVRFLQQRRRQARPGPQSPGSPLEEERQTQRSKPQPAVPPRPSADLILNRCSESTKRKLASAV
# zfTRPN1 agonist: zebrafish TRPN1 channel agonists, primary screen, cell-based, HEK293, calcium fluorescence. HEK293 zebrafish TRPN1-YFP, Fluo-8 calcium fluorescence; 100% = response to 87 µM carbachol. transient receptor potential cation channel N1 (TRPN1/NompC), Danio rerio. 220,000 compounds, 0.18% hits. AID 1424, 2008. activation, % at 3 µM;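 active = activation above its plate's cutoff, the mean activation of test wells on that plate plus 3 SD, cut at about 19% in these data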;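 also: 0% = DMSO alone and 100% = 87 µM carbachol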
#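 Material: zebrafish TRPN1-YFP in HEK293 cells; Doses: single test compound dose, 3 µM nominal, 0.3% DMSO; Timing: dye loading 1 h at 37 °C, then 30 min room temperature; Technique: intracellular calcium fluorescence with Fluo-8; Benchmarks: high carbachol 87 µM, low DMSO alone.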
# * = called active by the depositor; x = no result given.
# Every second line gives: Mdm2 ligase inh	TNF death inh	PPC-1+TRAIL kill	EBV gp42 block	Runt-SMMHC FRET	CHOP inh	TRPML3 agonist	zfTRPN1 agonist	NCF1 inh
- O=C(Nc1ccc(Cl)cc1)N(Cc1nc2ccccc2c(=O)[nH]1)Cc1cccs1
 : -3	3.1	-20	12	4	52	0.8	-0.6	-22
- COc1ccc2cc(C#N)c(SCC(=O)N3CCCC3)nc2c1
 : -14	0.4	14	-14	1	-2	0.6	-0.3	-5
- CC(OC(=O)c1c2c(nc3ccccc13)/C(=C\c1ccc3c(c1)OCO3)CCC2)C(=O)Nc1ccc(S(N)(=O)=O)cc1 (centres undefined)
 : -9	2.4	9	149*	-38	8	22*	28*	-9
- O=c1[nH]cnc2c([N+](=O)[O-])cccc12
 : -18	-1.3	11	3	-6	9	0.9	-0.7	-7
- O=C(Cn1cc(C(=O)c2ccco2)c2ccccc21)NC1CCCCC1
 : -11	2.3	20	6	2	3	-0.1	-0.3	-6
- Fc1ccc(-n2nnc(-c3ccnc4ccccc34)n2)cc1
 : x	-0.1	23	-3	-2	20	-0.3	-2.8	-7
- Cc1nc(CNS(=O)(=O)c2cc(C)c(C)cc2C)cs1
 : 2	-1.9	2	-22	1	-1	-0.2	0.1	-27
- N#Cc1c(N)n(CCNC(=O)c2cccs2)c2nc3ccccc3nc12
 : -11	-1.5	-1	-30	58*	-20	0.6	0.7	-7
- CCCn1c(SC(C(=O)Nc2cccc(OC)c2)c2ccccc2)nc2ccccc2c1=O (centres undefined)
 : x	1.7	9	-3	1	21	-0.1	0.4	1
- O=C(c1cccs1)N(Cc1ccccn1)Cc1ccco1
 : -13	-4.1	10	1	-4	-3	0.3	-2.0	-4

# Reprinted at random: two records from the list.
# Every second line gives: Mdm2 ligase inh	TNF death inh	PPC-1+TRAIL kill	EBV gp42 block	Runt-SMMHC FRET	CHOP inh	TRPML3 agonist	zfTRPN1 agonist	NCF1 inh
- COc1ccc2cc(C#N)c(SCC(=O)N3CCCC3)nc2c1
 : -14	0.4	14	-14	1	-2	0.6	-0.3	-5
- Fc1ccc(-n2nnc(-c3ccnc4ccccc34)n2)cc1
 : x	-0.1	23	-3	-2	20	-0.3	-2.8	-7

# More structures follow:
# Every second line gives: Mdm2 ligase inh	TNF death inh	PPC-1+TRAIL kill	EBV gp42 block	Runt-SMMHC FRET	CHOP inh	TRPML3 agonist	zfTRPN1 agonist	NCF1 inh
- CCCCCC(=O)Nc1cccc(C2=NOC3(C2)C[C@@H](C(N)=O)N(C(=O)c2ccc(Cl)cc2)C3)c1 (some centres undefined)
 : 14	-1.5	0	-15	0	9	x	x	-10
- O=C(NCCCN1CCOCC1)c1cc(-c2ccc(Br)cc2)on1
 : -10	-0.1	18	-21	-2	5	1.8	2.3	-13
- COc1ccccc1-c1nnc(SCC(=O)NCc2cccs2)n1N
 : 0	-0.5	-3	-20	0	-13	-0.7	0.9	-9
- COc1ccc(/C=C/C(=O)O)cc1S(=O)(=O)NC1CCS(=O)(=O)C1 (centres undefined)
 : -13	1.0	6	-3	-1	-3	0.5	0.6	-16
- C=CCOC(=O)C1=C[C@H](c2csc3ccccc23)[C@@H](CCCO)[C@H](OCC)O1
 : x	1.0	6	-10	-9	8	-1.0	2.2	x
- COc1ccc2nc(SCc3nc(N)nc(Nc4ccccc4)n3)[nH]c2c1
 : -3	-3.4	19	5	2	35	0.0	1.0	-5
- COc1ccc(CCNS(=O)(=O)c2ccc3c(c2)OCCO3)cc1OC
 : 4	-1.6	-6	1	2	17	0.7	0.5	-3
- COC(=O)c1c(N)c2ccccc2[nH]c1=O
 : 4	3.2	-4	-14	2	28	0.7	1.9	-3
- O=S(=O)(c1cc(Cl)ccc1Cl)n1nnc2ccccc21
 : -14	0.2	3	-6	1	15	0.8	0.3	0
- COCCOc1cnn(-c2cc(Oc3ccc(C)cc3)ncn2)c(=O)c1Cl
 : 12	-1.3	17	-7	0	24	0.9	-0.7	5
- COc1ccccc1NC(=S)N/N=C1\CC(C)(C)Oc2ccc(O)cc21
 : -9	2.2	20	0	4	6	-1.7	-1.2	-9
- CCOC(=O)c1c(NC(=O)CCC(=O)N2CCOCC2)sc2c1CC(C)(C)OC2
 : -15	0.1	-4	4	0	12	0.0	0.9	-10
- CCN(CC)C(=O)C(=O)c1cccn1-c1cccc(-n2cccc2C(=O)C(=O)N(CC)CC)c1C#N
 : -56	-0.2	-29	-11	3	-4	1.1	0.2	-9
- COc1ccc2c(Cl)c(C(=O)NCCCn3ccnc3)sc2c1
 : -11	-4.8	-32	-17	3	22	0.2	-0.8	-15
- Cc1ccc(NC(=S)Nc2cccc(-c3n[nH]c(=S)o3)c2)cc1
 : -15	0.3	6	-10	7	-13	-0.1	1.6	-35
- CC1CC(C)CN(CC(C)(C)NS(=O)(=O)c2ccccc2)C1 (centres undefined)
 : -14	-2.8	-1	9	-2	-2	0.3	-0.8	4
- CNC(=O)[C@@]1(C)C=C[C@@H](Cc2ccccc2)N1C(=O)OC
 : x	-1.8	6	-9	1	9	0.5	2.4	2
- CSc1nc(-c2cccs2)c(C#N)c(=O)[nH]1
 : -12	0.7	20	-3	-5	-1	0.4	0.3	-19
- CCCCn1c(Oc2ccc(C(=O)OC)cc2)nc2c1c(=O)n(C)c(=O)n2C
 : -10	-1.9	-12	-2	1	3	0.7	1.0	0
- c1ccc(OCc2nn3c(Cn4cnc5ccccc54)nnc3s2)cc1
 : -3	0.0	-28	-3	-1	41	0.2	0.9	-8
- O=C(O)CC(=O)Nc1ccccc1
 : -13	0.1	-9	8	1	24	1.0	1.8	1
- CCCCNS(=O)(=O)c1ccc(OC)c2ncccc12
 : 0	-1.6	-2	-4	-1	-12	-0.1	1.1	2
- CC(=O)N/N=C/c1cc(C(C)C)cc(/C=N/NC(C)=O)c1O
 : 0	0.9	12	71*	86	29	2.3	0.4	28
- Cc1ccc(/C=C/C(=O)O)cc1S(=O)(=O)NCCCC(=O)O
 : -7	-2.2	-5	9	-2	8	0.6	1.2	-3
- CCOC(=O)C1(Cc2cccc(OC)c2)CCN(Cc2cccn2-c2ccccn2)CC1
 : -11	1.7	17	0	4	-1	0.0	0.2	-4
- Clc1ccc(CSc2snnc2-c2ccccc2)c(Cl)c1
 : -1	-2.4	3	-28	0	-14	-0.4	-2.0	2
- Cc1cnc(C(=O)N2CCc3c([nH]c4ccccc34)C2c2ccc(F)cc2)cn1 (centres undefined)
 : -14	6.4	10	1	-6	0	0.4	0.3	1
- O=C(NCN1CCN(CCO)CC1)c1cnccn1
 : x	-1.1	12	-27	3	-12	0.5	-0.8	-15
- COc1cc2c(C(=O)N3CCN(Cc4ccc5c(c4)OCO5)CC3)cn(C)c(=O)c2cc1OC
 : -3	-6.8	-15	-12	-2	2	-0.4	-1.2	-8
- Cc1nc2c(ncn2-c2ccccc2)c(=O)n1NC(=O)CN1CCCCC1
 : -10	0.0	7	-13	0	-9	0.6	0.8	-4
- Cc1ccc(SC(C)C(=O)Nc2cccnc2)cc1 (centres undefined)
 : 3	-0.6	17	0	-8	8	-0.5	-1.5	-5
- O=S(=O)(c1cccc(-c2nnc(SC(F)F)n2-c2ccccc2)c1)N1CCCCC1
 : 14	0.4	19	-1	1	49	0.4	-0.2	-9
- CC(Sc1n[nH]c(N)n1)C(=O)C12CC3CC(CC(C3)C1)C2 (centres undefined)
 : -19	-1.9	6	-6	1	20	0.7	1.4	4
- CN(C)CCCN(Cc1cc2cc3c(cc2[nH]c1=O)OCCO3)C(=O)NC1CCCCC1
 : -6	-3.6	21	-8	0	5	0.8	1.7	-11
- CCc1ccccc1S(=O)(=O)Cc1ccc(C(=O)N2CCN(c3ccccn3)CC2)o1
 : -8	-4.9	9	-19	-7	-3	0.6	2.3	-5
- Nc1nc(CN2CCN(c3ccccn3)CC2)nc(Nc2ccc(Cl)cc2)n1
 : -31	-7.0	6	-3	2	59	2.9	5.4	0
- CC(=O)c1c(C)n([O-])c2ccccc2[n+]1=O
 : -3	1.0	19	-9	0	20	0.6	0.2	-9
- Cc1cc(C)cc(OCC(=O)Nc2ccc3c(c2)C(=O)c2ccccc2C3=O)c1
 : x	1.4	2	-34	-12	-5	1.1	0.3	-22
- COc1cc(/C=N/N2C(=O)CSC2=S)cc(Br)c1O
 : -10	-2.3	-6	0	-39	4	24*	41*	-166
- CCOC(=O)N1CCN(C(=O)C2CCCN(S(=O)(=O)c3cc(C)ccc3OC)C2)CC1 (centres undefined)
 : 79*	-1.2	19	-8	0	19	0.6	-1.0	8
- COc1ccc(SCCC(=O)NCc2ccncc2)cc1
 : -3	1.6	4	-10	-3	2	-0.8	-2.2	-10
- O=C(Nc1cc(C(F)(F)F)ccc1Cl)C(Sc1n[nH]c(=O)[nH]c1=O)c1ccccc1 (centres undefined)
 : -13	0.8	7	0	-4	17	0.4	-0.8	-13
- CC(/C=N/NC(=O)CNc1n[nH]c(=O)[nH]c1=O)c1ccccc1 (centres undefined)
 : -11	-0.8	-14	-11	3	9	1.1	0.5	-3
- Cc1cc(Cl)ccc1NC(=S)N1CCN(C(=O)C2CCCO2)CC1 (centres undefined)
 : 2	1.1	1	4	2	12	-0.5	1.1	-11
- Cc1cc2c(cc1C)/C(=C\C(N)=O)NC(C)(C)C2
 : -14	-1.3	2	-14	-1	17	0.6	-0.1	-13
- COc1cc2c(cc1OC)/C(=C/C#N)NC(C)(C)C2
 : -27	-3.2	8	-21	-2	39	-0.1	-0.7	-11
- CCCC(=O)OCC(=O)NC1CCCc2ccccc21 (centres undefined)
 : -11	1.2	8	4	0	5	-0.1	0.9	-4
- CS(=O)(=O)N(CC(=O)NCCSCc1c(F)cccc1Cl)c1cccc([N+](=O)[O-])c1
 : -9	-2.4	0	4	1	39	0.2	-0.1	-4
- CS(=O)(=O)N1CCC(Oc2ccccc2C(=O)N2CCN(CC3CC3)CC2)CC1
 : 7	0.5	13	-13	3	-10	-0.8	-0.3	-3
- Cc1ccc(/C=N/N2C(=O)c3ccccc3NC2c2ccc(C)cc2)cc1 (centres undefined)
 : -10	1.0	28	8	18	-13	0.3	0.9	6
- Cc1cccc2nc(-c3ccccc3)nc(N[C@@H](CO)c3ccccc3)c12
 : 6	4.6	9	9	3	50	0.7	1.2	-19
